NadD block – inhibitors of S. aureus NadD, primary screen, biochemical, colorimetric, uHTS; Nicotinate-nucleotide adenylyltransferase NadD (Staphylococcus aureus N315); purified NadD enzyme, colorimetric absorbance read-out; inhibition, % at 20 µM; actives 0.78% (n = 360,000); AID 602399, 2012; in the data active = inhibition above about 26%; note: some compounds past the cut are filed as inactive
SKN-1 block – suppressors of acrylamide-induced Pgst-4::GFP reporter in worms, primary screen, SKN-1 inhibitor project, whole organism, uHTS, GFP/RFP fluorescence ratio, strain VP596; inhibition, % at 21.8 µM; actives 0.49% (n = 360,000); C. elegans VP596 Pgst-4::GFP/RFP ratio, 24 h; AID 624304, 2012;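 active = interference check ratio from 0.5 to 1.5 plus GFP to RFP signal ratio inhibition reaching or exceeding a fixed threshold, cut at about 30% in these data, passing the limit was not always enough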; note: some compounds called inactive have numbers as strong as hits
Rpn11 block – Rpn11 (PSMD14) deubiquitinase inhibitors, primary screen, biochemical, fluorescence polarization, uHTS; 26S proteasome non-ATPase regulatory subunit 14 (Homo sapiens), O00487; human 26S proteasome, Ub4-pepOG fluorescence polarization; 20S core pre-blocked with epoxomicin; calls only at 20 µM; actives 0.59% (n = 360,000); AID 588493, 2011;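 active = inhibition at 20 µM, scaled to each plate's controls, above about 33%, limit read from the data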
Target sequence (O00487 whole entry, looked up): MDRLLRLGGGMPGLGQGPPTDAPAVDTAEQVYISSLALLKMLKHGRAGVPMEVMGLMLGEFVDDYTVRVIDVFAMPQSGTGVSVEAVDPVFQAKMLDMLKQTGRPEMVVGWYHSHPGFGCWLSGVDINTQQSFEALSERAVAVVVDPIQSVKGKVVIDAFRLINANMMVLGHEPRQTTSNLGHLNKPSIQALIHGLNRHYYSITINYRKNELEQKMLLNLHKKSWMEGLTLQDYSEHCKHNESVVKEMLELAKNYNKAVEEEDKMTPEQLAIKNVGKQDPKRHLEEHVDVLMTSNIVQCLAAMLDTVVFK
NRP1-CendR mod – modulators of CendR peptide binding to NRP-1, primary screen, biochemical, fluorescence polarization, uHTS | Neuropilin-1 (Homo sapiens), O14786 | FAM-RPARPAR peptide binding to NRP-1 | inhibition, % at 25 µM | actives 0.85% (n = 360,000) | AID 602438, 2012;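 active = inhibition or corrected inhibition above about 18%, plus a signal ratio from 0.5 to 1.5, limit read from the data, passing the limit was not always enough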; note: strong numbers were not always called active
STEP block – STEP phosphatase inhibitors, primary screen, biochemical, fluorescence intensity, uHTS; recombinant STEP, OMFP fluorogenic substrate; inhibition, % at 20 µM; actives 0.25% (n = 360,000); AID 588621, 2011;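 active = inhibition at 20 µM, scaled per plate between control wells, above about 37%, limit read from the data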;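 note: 0% = DMSO with enzyme and substrate and 100% = substrate only without enzyme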
Target sequence (P54829 whole entry, looked up): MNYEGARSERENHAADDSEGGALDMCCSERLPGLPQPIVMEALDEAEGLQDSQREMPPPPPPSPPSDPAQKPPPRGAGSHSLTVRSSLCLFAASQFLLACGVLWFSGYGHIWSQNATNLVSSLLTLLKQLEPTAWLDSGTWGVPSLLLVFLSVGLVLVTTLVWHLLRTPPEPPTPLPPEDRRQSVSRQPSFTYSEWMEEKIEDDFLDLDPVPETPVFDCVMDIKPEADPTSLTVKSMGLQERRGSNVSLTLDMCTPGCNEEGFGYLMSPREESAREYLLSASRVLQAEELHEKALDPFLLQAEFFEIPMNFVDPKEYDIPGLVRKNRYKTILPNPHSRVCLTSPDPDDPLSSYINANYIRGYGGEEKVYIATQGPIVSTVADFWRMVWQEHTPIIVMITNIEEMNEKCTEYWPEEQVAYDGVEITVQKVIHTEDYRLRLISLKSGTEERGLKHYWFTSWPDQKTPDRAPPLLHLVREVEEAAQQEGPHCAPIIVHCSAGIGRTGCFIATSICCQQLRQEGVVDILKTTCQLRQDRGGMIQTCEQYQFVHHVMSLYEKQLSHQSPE
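System: STEP (striatal-enriched tyrosine phosphatase) enzyme, cell-free; medium: Bis-Tris pH 6.0 buffer with DTT, detergent; dosing: 20 µM, 1% DMSO; times: reaction 20 min, ambient temperature; detection: fluorescence, 480/540 nm; read-out basis: normalized % inhibition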
Scp1 inh – Scp-1 phosphatase inhibitors, primary screen, biochemical, colorimetric, uHTS | Recombinant Scp1, phosphopeptide, malachite green phosphate absorbance | inhibition, % at 20 µM | Carboxy-terminal domain RNA polymerase II polypeptide A small phosphatase 1 (Homo … | actives 0.88% (n = 340,000);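 active = inhibition above about 50% at 20 µM, limit read from the data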;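 note: plate controls were DMSO wells with enzyme for no effect and wells lacking enzyme for full effect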
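Test system – truncated SCP-1 phosphatase (76-261aa) · Reagent – Phosphorylated 17-residue peptide substrate · Incubation – 45 min room-temperature reaction, 5 min colour, 30 min stabiliser · Detection – colorimetric phosphate reagent with accelerator and stabiliser, absorbance at 630 nm · Measure – % inhibition at 20 µM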
DNMT1 block – human DNMT1 methyltransferase inhibitors, primary screen, biochemical, molecular beacon, fluorescence, HinP1I cleavage, uHTS. inhibition (reported as % activation of signal), % at 10 µM. actives 0.83% (n = 360,000). AID 588458, 2011. DNA (cytosine-5)-methyltransferase 1 (Homo sapiens), P26358; in the data active = inhibition above about 50%
LMPTP inh – LMPTP phosphatase inhibitors, primary screen, biochemical, fluorescence intensity, uHTS | recombinant LMPTP-A, OMFP fluorogenic substrate | inhibition, % at 20 µM | actives 0.22% (n = 360,000);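 active = compounds that cut the enzyme signal by at least half of the control window in the single-dose screen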;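 note: plate controls were DMSO wells with enzyme plus substrate for no effect and substrate without enzyme for full effect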
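Buffer or medium: Bis-Tris pH 6.0, DTT, detergent; Assay system: LMPTP-A enzyme; Quantity: 0.625 nM enzyme; Detection: endpoint fluorescence intensity; Times: 50 min dark incubation at room temperature; Controls: substrate-only low control, DMSO enzyme-plus-substrate high control; Doses: single 20 µM dose; Read-out: percent inhibition versus substrate-only and uninhibited controls; Reagent: 400 µM OMFP.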
MT1-MMP act inh – blockers of MT1-MMP proenzyme processing, primary screen, HT1080 RFP-PRO-GFP cells, GFP/RFP fluorescence | Matrix metalloproteinase-14 (Homo sapiens), P50281 | actives 0.061% (n = 360,000) | GFP/RFP ratio fluorescence, overnight; percent of plate control window, DMSO zero | GFP/RFP ratio change, % at 20 µM;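 active = GFP/RFP ratio change of at least 30% with cell ATP level not reduced by more than half and red fluorescence within 50% of control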; note: strong numbers were not always called active
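Assay system: HT1080 cells carrying an RFP-PRO-GFP reporter | Dosing: Single dose of 20 µM compound, 1% DMSO final | Incubation: Cells overnight before dosing, compound overnight, 37 °C, 5% CO2 | Evaluation: GFP/RFP fluorescence ratio | Control set: DMSO and RFP-L50D-GFP cell wells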
SUMO1-SIM PPI – modulators of SUMO1 protein-protein interactions, primary screen, biochemical, uHTS | Small ubiquitin-related modifier 1 (Homo sapiens), P63165 | SUMO1 binding to a labelled peptide, TR-FRET, 1 h | inhibition, % at 20 µM | actives 0.33% (n = 360,000) | AID 602429, 2012; in the data active = inhibition above about 37%
Target sequence (P63165 whole entry, looked up): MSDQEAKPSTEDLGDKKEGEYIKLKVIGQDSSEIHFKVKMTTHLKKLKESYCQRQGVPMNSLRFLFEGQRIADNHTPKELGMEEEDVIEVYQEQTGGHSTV
* marks the source's active call; other numbers are inactive results; i = inactive; . = not tested or not shown.

SMILES | NadD block | SKN-1 block | Rpn11 block | NRP1-CendR mod | STEP block | Scp1 inh | DNMT1 block | LMPTP inh | MT1-MMP act inh | SUMO1-SIM PPI
Cc1ccc(N=C2NC(=O)/C(=C/c3cccn3C)S2)cc1C | -2 | 10 | i | -2 | 3 | -7 | -6 | 1.3 | -3 | -4
CC(=O)CSc1ncnc2c1cnn2-c1ccccc1 | -2 | 14 | i | -9 | 2 | -6 | 1 | -0.1 | 4 | -2
NS(=O)(=O)c1ccc(CCNCc2cc(Br)ccc2OCc2ccccc2F)cc1 | -2 | 14 | i | 0 | 2 | 9 | -3 | 0.6 | -7 | -2
CCOC(=O)[C@]12CCC=C1N(CCC1=CCCCC1)C(=O)[C@H](CC(=O)NCC1CCCCC1)C2 | -3 | -2 | . | 3 | . | . | . | -0.9 | 1 | 4
CCCCNC(=S)NNC(=O)c1c(C)nc2ccccn12 | -7 | -3 | i | 7 | -3 | 6 | 4 | -1.8 | -2 | 2
CCC(C)NC(=O)c1cc(C)no1 (stereo not given) | 5 | -11 | i | 1 | 1 | -1 | 2 | -1.1 | -3 | 1
CCc1nc(-c2ccc(-c3ccc(OC)cc3)nc2OC)no1 | -2 | -3 | i | -4 | 4 | -11 | -8 | 0.4 | -2 | -10
COc1ccc(C(C)=O)cc1COc1ccc(Cl)cc1Cl | -2 | 4 | i | 14 | -1 | -4 | 2 | 3.1 | -4 | 1
Cc1cc(C)cc(OCC(=O)N(Cc2ccccc2)C2CCS(=O)(=O)C2)c1 (stereo not given) | -4 | 3 | i | 13 | 0 | -7 | -1 | -2.5 | -2 | 6
CN(C)CCCNc1nc2cc(-c3ccc(F)cc3)sc2c(=O)n1C | -1 | 10 | i | 2 | 0 | . | 0 | -2.7 | 0 | -25
COc1ccc(Cn2c(=O)[nH]c3cc(C(=O)N4CCN(c5ccc(C(C)=O)cc5)CC4)ccc3c2=O)cc1 | 16 | 5 | i | 15 | 0 | -4 | -2 | 1.2 | 9 | 57*
Cc1cccc(CC2CC(=O)N(c3ccc([N+](=O)[O-])cc3)C2=O)c1 (stereo not given) | -8 | -20 | i | 4 | -1 | -5 | 0 | -1.6 | -4 | -20
COc1ccc(-c2ccc(SCC(=O)NC3CCCC3)nn2)cc1OC | -6 | -11 | i | 10 | -2 | -2 | 1 | 1.2 | 1 | -1
COc1ccc(CC(=O)OCC(=O)c2ccc[nH]2)cc1 | 0 | 6 | i | -7 | 0 | -4 | 1 | 0.0 | 5 | -2
CCOC(=O)N1CCC(Nc2c(NCCCN(CC)c3cccc(C)c3)c(=O)c2=O)CC1 | -1 | -2 | i | -10 | 0 | 3 | 6 | -1.6 | 2 | 2
C=C[C@@]1(C)CC(=O)[C@]2(O)[C@@]3(C)[C@@H](O)CCC(C)(C)[C@@H]3[C@H](OC(C)=O)[C@H](O)[C@@]2(C)O1 | -2 | -2 | i | -2 | 1 | -10 | 1 | -0.1 | 3 | 4
O=C(O)CCCCCCNC(=O)c1cncc(O)c1 | 4 | 6 | i | -2 | 2 | -3 | 0 | -0.5 | 1 | 1
COC(=O)c1ccc2nc(-c3ccc(Cl)cc3)c(Cc3ccsc3)n2c1 | 11 | 0 | . | -16 | . | . | . | 4.0 | 1 | 3
CCCCOc1cccc(/C=N/NC(=O)c2csc(C)c2C)c1 | -2 | 12 | i | 4 | 2 | -7 | 3 | 2.1 | -6 | -7
Cc1ccc(C2N3CC4([N+](=O)[O-])CN2CC([N+](=O)[O-])(C3)C4(C)C)cc1 (stereo not given) | -12 | -2 | i | -4 | -4 | -8 | 0 | -2.1 | 2 | 3
COc1ccc(Cl)cc1-c1cc(C(=O)Nc2ccc(C(C)(C)C)cc2)[nH]n1 | 12 | 3 | i | -5 | -5 | . | -16 | 1.2 | -2 | 4
O=c1cc(O)c(-c2ccccc2)c(Cl)[nH]1 | 1 | 9 | i | 5 | 0 | -7 | 2 | -1.0 | -4 | -4
COC(=O)CSc1nc(-c2ccccc2)cc(-c2ccco2)c1C#N | 20 | -14 | i | -30 | 2 | -2 | -6 | 1.5 | -6 | 2
COc1cc(Cl)ccc1NC(=S)N(CCN(C)C)C(C)c1ccncc1 (stereo not given) | -7 | -1 | i | -8 | -1 | -2 | 1 | -5.9 | -1 | -1
C[C@]12CCC[C@H](O1)[C@H]([C@@H](O)c1ccccc1)O2 | 3 | 11 | i | 6 | 0 | 4 | 6 | 0.9 | 8 | 2

Record cards (already shown). Order of screens: NadD block, SKN-1 block, Rpn11 block, NRP1-CendR mod, STEP block, Scp1 inh, DNMT1 block, LMPTP inh, MT1-MMP act inh, SUMO1-SIM PPI
`COc1ccc(C(C)=O)cc1COc1ccc(Cl)cc1Cl` is listed as -2, 4, i, 14, -1, -4, 2, 3.1, -4, 1
`CCC(C)NC(=O)c1cc(C)no1` (stereo not given) is listed as 5, -11, i, 1, 1, -1, 2, -1.1, -3, 1

Later entries.
SMILES | NadD block | SKN-1 block | Rpn11 block | NRP1-CendR mod | STEP block | Scp1 inh | DNMT1 block | LMPTP inh | MT1-MMP act inh | SUMO1-SIM PPI
CCN1CCc2c(OCc3ccccc3)cccc2C1=O | -5 | 14 | i | -8 | 5 | -4 | 0 | -0.1 | -2 | 4
O=S1(=O)C=CC(c2ccccc2)C1 (stereo not given) | -4 | 10 | i | 3 | -1 | -7 | -1 | -1.2 | 2 | 3
CC(CC(=O)Nc1ccc2c(c1)c(=O)n(C)n2Cc1ccc(Cl)cc1)C(F)(F)F (stereo not given) | 1 | 16 | i | -18 | -2 | . | -5 | 0.4 | 4 | -5
CCCOc1ccc(NC(=O)CC2C(=O)N(C)C(=S)N2Cc2ccc3c(c2)OCO3)cc1 (stereo not given) | -5 | 6 | i | -6 | -1 | -13 | 0 | 0.1 | 5 | -1
CCSC(=O)N=Nc1ccc(O)cc1 | 1 | 13 | i | 11 | 2 | -13 | -16 | 1.1 | 5 | -20
O=C(O)CNC(=O)C(CS)Cc1ccccc1 (stereo not given) | 1 | -3 | i | -3 | 0 | -9 | -1 | -0.9 | 3 | 1
CCCOc1ccccc1NC(=O)c1ccc(N)cc1 | -1 | 8 | i | -4 | 0 | -12 | -4 | -0.5 | 3 | 3
CCC(C(=O)NCCc1c[nH]c2cc(OC)ccc12)c1ccccc1 (stereo not given) | -6 | 1 | i | -2 | 0 | -6 | 0 | -0.3 | 4 | 4
O=C(O)c1cn(C2CCCCC2)c2ccccc2c1=O | 3 | 2 | i | -6 | 1 | 0 | -2 | 0.1 | 4 | -2
CCn1cc(C(=O)N[C@@H](CCSC)C(=O)NC(C)(C)CO)c(=O)c2cc3c(cc21)OCO3 | 2 | 0 | i | -6 | 1 | 2 | 0 | -1.3 | 4 | 2
CCc1nn(CC(=O)NCCCc2ccccc2)c(=O)c2cc3cc(F)ccc3n12 | 2 | 11 | i | 2 | 1 | -5 | 51* | 3.0 | 0 | 5
O=C(CCC1CCCN(C(=O)CCC(F)(F)F)C1)NCc1ccc(F)c(F)c1 (stereo not given) | 2 | -4 | i | 11 | -2 | -3 | -3 | -0.9 | 3 | 1
COc1ccc2c(c1OC)C(=O)OC2Nc1ccccc1S(=O)(=O)C(F)F (stereo not given) | -4 | 7 | i | 1 | -1 | 0 | -1 | -1.3 | -4 | 0
COc1ccccc1C(=O)N/C(=C\c1ccccc1)C(=O)NC(C)C(=O)O (stereo not given) | -6 | -3 | i | 1 | -1 | -3 | 0 | -0.7 | -5 | 0
CN(C)C(CNC(=O)NC1CCCCC1)c1cccnc1 (stereo not given) | 2 | -9 | i | -2 | 0 | -8 | -1 | -3.7 | 3 | 1
CCOC(=O)C1(Cc2cccc(Cl)c2)CCCN(CCO)C1 (stereo not given) | -1 | -3 | i | -1 | 9 | 0 | -4 | 0.6 | -1 | 6
Cc1cccc(NC(=O)C2(c3ccccc3)CCOCC2)c1 | 2 | 9 | i | 10 | 0 | -4 | -1 | -1.0 | 2 | -2
Cc1nc2nc(-c3cccnc3)[nH]n2c(=O)c1Cc1ccccc1 | 3 | -5 | i | -5 | -1 | -5 | -4 | -2.7 | 6 | 13
Cc1cc(C)c([N+](=O)[O-])cc1-c1ccc(/C=N/NC(=O)c2nonc2N)o1 | 20 | 4 | i | -28 | 6 | 1 | -4 | 11 | -4 | -5
C=CCSc1nnc(Cn2c(=O)sc3ccccc32)n1C | -6 | 12 | i | -6 | -2 | -4 | 3 | -0.5 | -4 | 8
O=C(NCc1ccccc1)c1csc2c1CCCCC2 | 4 | 0 | i | -14 | -1 | -5 | 1 | 0.2 | 1 | 1
CC1(c2ccccc2)NC(=O)N(CC(=O)N(CC(=O)Nc2ccccc2C(F)(F)F)Cc2ccco2)C1=O (stereo not given) | -1 | 10 | i | -16 | 2 | -10 | -3 | -9.9 | 0 | -35
OCC1CCCN(c2ncnc3scc(-c4ccccc4)c23)C1 (stereo not given) | 2 | -1 | i | 2 | 0 | -4 | -4 | -1.0 | -11 | -1
CCc1nc2ccc(C(=O)NCCc3c[nH]c4ccccc34)cn2c1N(C)CCCc1ccccc1 | 11 | 18 | i | 2 | 2 | . | -34 | 5.1 | 3 | 4
CS(=O)(=O)c1ccc(Cl)c(NC(=O)COC(=O)CCN=C2NS(=O)(=O)c3ccccc32)c1 | -1 | 16 | i | 5 | 0 | -6 | 1 | 0.3 | 2 | -3

Gathered by group: the entries above with two or more sulfur atoms.
SMILES | NadD block | SKN-1 block | Rpn11 block | NRP1-CendR mod | STEP block | Scp1 inh | DNMT1 block | LMPTP inh | MT1-MMP act inh | SUMO1-SIM PPI
C=CCSc1nnc(Cn2c(=O)sc3ccccc32)n1C | -6 | 12 | i | -6 | -2 | -4 | 3 | -0.5 | -4 | 8
CS(=O)(=O)c1ccc(Cl)c(NC(=O)COC(=O)CCN=C2NS(=O)(=O)c3ccccc32)c1 | -1 | 16 | i | 5 | 0 | -6 | 1 | 0.3 | 2 | -3
